Screening results (PubChem)
CHRM5 antagonist: antagonists of human muscarinic M5 receptor (CHRM5); AID 624040; inhibition, % at 3 µM; CHO-hM5 cells, Fluo-8 calcium fluorescence, ACh EC80; 0.59% of 360,000 active; P08912;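 active means inhibition above a per-plate cutoff, the mean of that plate's test compounds plus 3 SD, cut at about 27% in these data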;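 further: 0% = acetylcholine EC80 with DMSO and 100% = DMSO without agonist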
Target sequence (P08912 whole entry, looked up): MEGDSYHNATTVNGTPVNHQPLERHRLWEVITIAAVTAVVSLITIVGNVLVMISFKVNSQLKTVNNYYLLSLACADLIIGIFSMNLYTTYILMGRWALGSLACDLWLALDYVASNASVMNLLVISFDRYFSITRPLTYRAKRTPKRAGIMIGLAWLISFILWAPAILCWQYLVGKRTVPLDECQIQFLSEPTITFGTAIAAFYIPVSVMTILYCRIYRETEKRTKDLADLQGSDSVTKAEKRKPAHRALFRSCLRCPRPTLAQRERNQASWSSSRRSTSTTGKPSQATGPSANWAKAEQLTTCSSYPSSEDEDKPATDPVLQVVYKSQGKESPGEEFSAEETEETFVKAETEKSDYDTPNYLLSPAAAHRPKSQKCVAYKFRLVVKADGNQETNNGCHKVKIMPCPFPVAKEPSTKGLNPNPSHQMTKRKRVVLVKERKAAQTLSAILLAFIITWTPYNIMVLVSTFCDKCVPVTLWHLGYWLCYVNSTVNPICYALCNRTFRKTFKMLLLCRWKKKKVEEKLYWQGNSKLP
CHRM4 agonist: agonists of human muscarinic M4 receptor (CHRM4). AID 624127. 0.14% of 360,000 active. CHO-K1 hM4/Gqi5, Fluo-8 calcium fluorescence; vehicle 0%, full acetylcholine response 100%. activation, % at 3 µM. P08173;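 active means activation above the run mean over all test wells plus 3 SD, cut at about 32% in these data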;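 further: peak over basal fluorescence ratio per well then scaled between controls; 0% = DMSO wells and 100% = acetylcholine at EC100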
M5 PAM: potentiates acetylcholine response at human M5 receptor; CHO-K1 hM5, Fluo-8 calcium, ACh EC20 PAM; 0% = ACh EC20, 100% = ACh EC100; P08912; activation, % at 3 µM; 0.3% of 360,000 active;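 active means activation above the run cutoff, the mean activation of all test compounds plus 3 SD, cut at about 18% in these data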
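System – CHO-K1 hM5 cells · Compound – 3 µM, single dose · Incubation – compound preincubation 140 s before EC20 acetylcholine addition · Technique – Fluo-8 calcium fluorescence · Measure – Max/basal fluorescence ratio as % of EC20–EC100 ACh window · Benchmarks – low control EC20 acetylcholine (0%), high control EC100 acetylcholine (100%) · Replication – singlicate, one well per test compound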
CHRM1 agonist: agonists of human M1 muscarinic receptor | CHO-K1 hM1, Fluo-8 calcium fluorescence, agonist mode; 0% DMSO, 100% acetylcholine EC100 | AID 588814 | activation, % at 3 µM | 0.33% of 360,000 active;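 active means activation above the run's mean compound activation plus 3 SD, cut at about 16% in these data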;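 further: peak over basal fluorescence ratio within a 140 s kinetic read after compound addition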
Target sequence (P11229 whole entry, looked up): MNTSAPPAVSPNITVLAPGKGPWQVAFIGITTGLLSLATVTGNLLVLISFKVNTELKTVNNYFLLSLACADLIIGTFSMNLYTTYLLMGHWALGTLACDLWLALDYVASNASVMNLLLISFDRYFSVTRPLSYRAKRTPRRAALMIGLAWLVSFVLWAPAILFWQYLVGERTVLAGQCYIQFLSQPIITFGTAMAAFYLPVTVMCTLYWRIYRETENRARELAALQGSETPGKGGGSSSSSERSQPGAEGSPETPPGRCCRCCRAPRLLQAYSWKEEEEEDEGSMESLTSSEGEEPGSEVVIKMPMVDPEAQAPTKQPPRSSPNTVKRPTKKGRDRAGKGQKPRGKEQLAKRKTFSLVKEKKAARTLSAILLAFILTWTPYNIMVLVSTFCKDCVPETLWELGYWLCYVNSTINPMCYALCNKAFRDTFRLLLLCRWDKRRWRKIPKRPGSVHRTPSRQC
M5 ag: CHRM5 agonism in calcium assay. CHO-K1 hM5 cells, Fluo-8 calcium fluorescence; 0% DMSO wells, 100% maximal acetylcholine response. activation, % at 3 µM. 0.19% of 360,000 active. AID 624037;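 active means activation above the run's mean over test compounds plus 3 SD, cut at about 23% in these data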;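 further: signal is peak over basal fluorescence ratio across the kinetic read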
M4 antag: antagonists of human muscarinic M4 receptor (CHRM4). inhibition, % at 3 µM. 0.73% of 360,000 active. P08173. CHO-hM4 cells, ACh EC80, Fluo-8 calcium fluorescence;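 active means inhibition above its plate's cutoff, the mean inhibition of sample wells plus 3 SD, cut at about 27% in these data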;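 further: 0% = acetylcholine EC80 with DMSO and 100% = DMSO without agonist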
CHRM1 antagonist: antagonists of human M1 muscarinic receptor; CHO-K1 hM1, Fluo-8 calcium fluorescence, ACh EC80 antagonist; inhibition, % at 3 µM; 1.3% of 360,000 active; P11229;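 active means percent inhibition above its own plate's cutoff, namely the mean of that plate's compound wells plus 3 SD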;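 further: peak over basal fluorescence ratio during 140 s after agonist addition; 0% = ACh EC80 plus DMSO and 100% = DMSO alone without agonist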
TAAR1 ag: agonists of human TAAR1. CHO RD-HGA16 TAAR1, Fluo-8 calcium fluorescence; vehicle wells 0%, saturating PEA agonist 100%. activation, % at 3 µM. 0.99% of 360,000 active. AID 624467;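 active means activation above the mean activation of all test compounds in the run plus 3 SD, cut at about 38% in these data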
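Test system: RD-HGA16 (CHO) cells co-expressing Gα16 and hTAAR1 | Doses: Single dose, 3 µM | Schedule: 17-24 h seeding, 75 min 37 °C dye, 30 min RT | Evaluation: % activation from peak over basal fluorescence ratio, DMSO-to-PEA scaled | Technique: Kinetic Fluo-8 calcium fluorescence | Benchmarks: Low control DMSO, high control PEA (EC100)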
M1 PAM: human CHRM1 positive allosteric modulation; P11229; CHO-K1 hM1, Fluo-8 calcium fluorescence, ACh EC20; 0% = ACh EC20, 100% = maximal ACh; activation, % at 3 µM; 0.088% of 360,000 active; AID 588819; in the data active means activation above about 19%, passing the limit was not always enough
Starred values were filed as active, the others as inactive; . = not tested or not shown; & = joins results of further samples.

SMILES | CHRM5 antagonist | CHRM4 agonist | M5 PAM | CHRM1 agonist | M5 ag | M4 antag | CHRM1 antagonist | TAAR1 ag | M1 PAM
CN(CC(=O)Nc1ccc(F)c(F)c1F)C(=O)c1ccc(-n2cncn2)c([N+](=O)[O-])c1 | -6 | 0 | 2 | -3 | -5 | 7 | -1 | 1 | 4
Cc1ccc(S(=O)(=O)N[C@H](C(=O)NC2CCC(C)CC2)C(C)C)cc1 (stereo partly specified) | 20 | -1 | -4 | -6 | -2 | 6 | -2 | 2 | 3
O=C(CN1C(=O)COc2ccccc21)NCCCN1CCN(Cc2ccccc2)CC1 | -9 | 0 | 9 | -12 | -4 | 6 | -4 | 1 | 3
COc1ccc(NC(=O)C2(c3ccccc3)CCCC2)cc1 | 0 | -1 | -8 | -12 | -7 | 3 | -8 | 0 | 2
Cc1ccc(CNC(=O)[C@@H](NC(=O)C2CCN(C(=O)[C@@H](N)CC(C)C)CC2)C(C)C)cc1 | 9 | 1 | -3 | -2 | 0 | -12 | -8 | 0 | 5
CCOCCCNC(=O)C(NC(=O)Cc1c[nH]c2ccccc12)c1ccccc1 (stereo unspecified) | -1 | 3 | 5 | -4 | -3 | -19 | -16 | 1 | 6
CCN(CC)CCN1C(=O)C(=O)/C(=C(/O)c2ccc(OC)cc2)C1c1ccco1 (stereo unspecified) | 5 | 0 | 0 | -4 | -2 | -3 | -15 | 10 | 6
CC(C)=CCN1CCN(Cc2ccc(C)s2)CC1CCO (stereo unspecified) | 1 | 1 | 9 | -7 | -8 | 3 | 1 | 1 | 1
O=C(O)c1cc2n(n1)C(C(F)(F)F)CC(c1ccccc1)N2 (stereo unspecified) | -3 | 1 | 3 | -2 | 0 | 6 | -8 | 4 | 12
COc1ccc(N(CC(=O)NCc2ccccc2C)S(=O)(=O)c2ccc(C)cc2)cc1OC | 17 | 6 | -5 | 2 | 2 | -2 | 9 | 18 | -3
Cc1ccc(NC(=O)C2CCCO2)c(Br)c1 (stereo unspecified) | 5 | -1 | 2 | -8 | -4 | -11 | -2 | -2 | 9
O=C(c1ccc(Sc2cccc(Cl)c2)c([N+](=O)[O-])c1)N1CCN(c2ccccn2)CC1 | 12 | 0 | -4 | -3 | -2 | 6 | 15 | -1 | -6
CN(C)C(=O)c1ccc(N=Nc2c(O)c3ccccc3[nH]c2=O)cc1 | 4 | 2 | 5 | -1 | 3 | 1 | -12 | 3 | 8
Cc1ccc(CNC(=O)/C=C/c2ccccc2Cl)cc1 | 4 | 0 | -3 | -4 | -4 | 0 | -7 | 15 | 5
COc1ccc(S(=O)(=O)N(C)C[C@H]2Oc3c(NC(=O)Nc4c(C)noc4C)cccc3C(=O)N([C@@H](C)CO)C[C@H]2C)cc1 | -6 | 1 | -1 | -5 | 1 | 2 | -2 | 4 | 0
CC(C)(CNC(=O)c1ccc(S(=O)(=O)Nc2ccc(Cl)cc2)cc1)N1CCOCC1 | 4 | 7 | -10 | 2 | 0 | 7 | 4 | 65* | -4
Brc1ccccc1OCCCCN1CCCCC1 | 1 | 1 | -7 | -8 | -22 | 4 | -16 | 2 | 1
CC(C)n1cc(C(=O)NC2CC(C)(C)Cc3c2cnn3-c2ccccc2)cn1 (stereo unspecified) | -7 | 0 | 2 | -4 | -4 | 3 | -6 | 2 | 11
CC(Sc1nnc(-c2ccccc2Br)o1)C(=O)N1CCOCC1 (stereo unspecified) | -4 | 2 | 5 | -3 | -2 | 5 | 3 | 0 | 0
COc1ccc(C(=O)n2c(SC)nc3cc4c(cc32)OCCO4)cc1 | 11 | 1 | -7 | -8 | 1 | 3 | 4 | 6 | -4
COc1cc(C(=O)NCCNc2nc3c(C)c(C)ccc3cc2C#N)cc(OC)c1OC | 7 | 0 | -6 | 0 | 0 | 3 | -11 | 1 | 14
Brc1ccc(OCc2nc(-c3ccccn3)n[nH]2)cc1 | -2 | 1 | 4 | -2 | 0 | 2 | -10 | 12 | 9
CC(C)(C)OC(=O)NC1CC2CCCC(C1)N2Cc1ccccc1 (stereo unspecified) | -2 | 0 | -29 | -9 | -26 | 83* | 98* | 0 | -30
Cc1ccc(N(Cc2ccccc2)C(=O)c2ccc(Cl)c(S(=O)(=O)N3CCOCC3)c2)cc1 | 9 | 10 | -21 | -3 | -4 | 1 | 19 | -1 | -11
CC(NC(=O)c1cccnc1)c1ccc2c(c1)OCO2 (stereo unspecified) | 10 | 1 | -3 | -3 | -1 | 10 | 3 | 3 | -3
CC(C)[C@@H](NC(=O)OC(C)(C)C)C(=O)NCC1CCC(C(=O)N[C@@H](Cc2ccccc2)C(=O)O)CC1 (stereo partly specified) | 3 | 0 | -4 | -2 | -2 | -1 | -15 | 6 | 5
Cn1nc(C(C)(C)C)cc1C(=O)N1CCCCC1c1cc(C(=O)Nc2ccc3c(c2)OCO3)no1 (stereo unspecified) | 12 | 10 | -10 | -4 | -3 | -29 | -9 | 6 | 6
O=[N+]([O-])c1ccc(N2CCCC2)nc1 | 2 | 1 | 9 | 2 | 0 | -2 | -2 | 1 | 12
CCOc1ccc(C(=O)C2CCN(CC(=O)Nc3nccs3)CC2)cc1 | 14 | 2 | -3 | -5 | -3 | -6 | 8 | -2 | -4
CCOc1ccccc1NC(=O)NC1CCCc2ccccc21 (stereo unspecified) | -7 | -1 | 1 | -5 | -7 | 7 | -10 | -2 | 9
CCC(C(=O)OCC(=O)Nc1ccc(Cl)c(S(=O)(=O)N(C)C)c1)c1ccccc1 (stereo unspecified) | -1 | 10 | -14 | -8 | -1 | 2 | 12 | 5 | -7
Cc1[nH]c2ccccc2c1C(=O)C(=O)NCc1nnnn1-c1cccc(F)c1 | -11 | 7 | 2 | -2 | 0 | -21 | -13 | 4 | 4
CC(C)OC(=O)c1cc2ccccc2[nH]1 | -2 | 2 | -6 | -4 | 1 | 0 | -1 | 7 | 1
CCCn1nc(C(=O)OCC(=O)c2ccc3c(c2)NC(=O)CO3)c2ccccc2c1=O | -3 | 0 | 2 | -3 | 2 | 1 | -4 | 10 | 6
CSc1nc(C)c(Oc2ccccc2)c(=O)n1C | -2 | -1 | -2 | -6 | -5 | 5 | -1 | 5 | 6
COc1ccccc1NC(=O)/C=C\C(=O)O | -4 | 1 | -3 | -6 | 3 | 4 | -11 | 4 | 10
CCOC(=O)c1c(Nc2ccccc2OCCOC)n[nH]c1C | 12 | 1 | -10 | -2 | 0 | 1 | 0 | 1 | 2
Cc1ccc(C(=O)NCc2ccco2)cc1S(=O)(=O)N1CCCCC1 | -3 | 1 | -2 | -1 | 2 | 0 | -6 | 3 | 1
CCOc1ccc(-n2ccc(=O)c(C(=O)Nc3ccc(S(=O)(=O)Nc4nccs4)cc3)n2)cc1 | 15 | -1 | -5 | 1 | -5 | 3 | -1 | 0 | 18
COc1cc(C(=O)OCc2cccc(OC)c2OC)ccc1OCC(=O)N1CCOCC1 | 7 | 3 | 0 | 1 | 2 | -3 | -9 | 4 | 12
O=C(NC1CCCCC1)C(c1cccnc1)N(C(=O)CCl)c1ccc(F)cc1 (stereo unspecified) | 3 | 0 | 0 | -9 | -3 | 0 | -1 | 1 | -6
COc1ccc(C)cc1S(=O)(=O)N(CC(=O)Nc1cccc([N+](=O)[O-])c1)c1cc(C)cc(C)c1 | 5 | 2 | 0 | -3 | 2 | 0 | 2 | 9 | -6
Cc1ccc(OCCC(=O)OCC(=O)Nc2ccc(C)cc2Cl)cc1 | 4 | 1 | -5 | 1 | 0 | -14 | -28 | -2 | 16
CCc1c(C)nc2ncnn2c1N1CCN(S(=O)(=O)c2ccc(OC)cc2)CC1 | -13 | 2 | 7 | -13 | -1 | 1 | 2 | 6 | 10
COc1ccc(C(=O)NNC(=S)NC(=O)c2ccc(OC)cc2)cc1 | 12 | 54* | -13 | 23* | 20 | 9 | 11 | 110* | -13
Cc1ccc(N/C(=C\C(=O)c2ccccc2)C(=O)O)cc1 | 5 | 1 | 2 | -6 | -3 | -15 | -22 | 2 | 14
CCCc1cc(=O)oc2cc(C)cc(OCC(=O)NC3CC3)c12 | 9 | 1 | -6 | -1 | -4 | 0 | 11 | 1 | 2
COc1cccc(-c2oc3c(c2C(=O)OCCN2CCCCC2)C(O)CCC3)c1 (stereo unspecified) | 0 | 1 | 0 | . | 0 | 11 | . | 0 | .

A second format for some results above:
> COc1cc(C(=O)OCc2cccc(OC)c2OC)ccc1OCC(=O)N1CCOCC1
  CHRM5 antagonist: 7 | CHRM4 agonist: 3 | M5 PAM: 0 | CHRM1 agonist: 1 | M5 ag: 2 | M4 antag: -3 | CHRM1 antagonist: -9 | TAAR1 ag: 4 | M1 PAM: 12
> O=C(NC1CCCCC1)C(c1cccnc1)N(C(=O)CCl)c1ccc(F)cc1 (stereo unspecified)
  CHRM5 antagonist: 3 | CHRM4 agonist: 0 | M5 PAM: 0 | CHRM1 agonist: -9 | M5 ag: -3 | M4 antag: 0 | CHRM1 antagonist: -1 | TAAR1 ag: 1 | M1 PAM: -6
> COc1ccc(C)cc1S(=O)(=O)N(CC(=O)Nc1cccc([N+](=O)[O-])c1)c1cc(C)cc(C)c1
  CHRM5 antagonist: 5 | CHRM4 agonist: 2 | M5 PAM: 0 | CHRM1 agonist: -3 | M5 ag: 2 | M4 antag: 0 | CHRM1 antagonist: 2 | TAAR1 ag: 9 | M1 PAM: -6

The list continues:
SMILES | CHRM5 antagonist | CHRM4 agonist | M5 PAM | CHRM1 agonist | M5 ag | M4 antag | CHRM1 antagonist | TAAR1 ag | M1 PAM
O=C(COc1ccccc1-c1ccccc1)NCc1cccc(Cl)c1 | 5 | -1 | -14 | -7 | -4 | -6 | 10 | 0 | -7
CC1CCCCC12NC(=O)N(CC(=O)Nc1ccccc1-c1ccccc1)C2=O (stereo unspecified) | 0 | 2 | -2 | -3 | 6 | 2 | 0 | 3 | 1
CCN1CCN(C(=O)CCCn2c(C)c3cnn(-c4ccccc4)c(=O)c3c2C)CC1 | -4 | 3 | 3 | -6 | -1 | -19 | -20 | 0 | 25*
CC1(C(=O)NCC2CCCCC2)CCN1CCc1ccccc1 (stereo unspecified) | 0 | -2 | 0 | -7 | -2 | -7 | -16 | 2 | 7
O=P(COCCCCCOCP(=O)(c1ccccc1)c1ccccc1)(c1ccccc1)c1ccccc1 | 8 | 10 | -9 | -4 | -4 | -11 | -3 | 7 | 1
CC(C)(C)NC(=O)CN(C(=O)CS(=O)CC(=O)Nc1ccc(F)cc1)c1ccc(Cl)cc1 (stereo unspecified) | 3 | 1 | -5 | -2 | 4 | 6 | -8 | 4 | 6
NC(=O)c1cc2ccc(O)cc2oc1=NCc1ccccc1 | 0 | 0 | 0 | -1 | 2 | -2 | 3 | 6 | -4
CCCCNc1c(-c2ccc(-c3cccc(Cl)c3)cc2)nc2ccccn12 | 16&-3 | 5&8 | -18&-6 | -5 | -2&-2 | 9&2 | 7 | 6&-1 | -9
CN(C)S(=O)(=O)c1cccc(-c2cn3ccccc3n2)c1 | -2 | 1 | 5 | -2 | 1 | 2 | -21 | 1 | 16
O=C(NC1CCN(C(=O)NCc2ccccc2)CC1)c1ccco1 | 11 | 1 | -2 | -3 | -7 | 6 | -1 | 2 | 2

Not all compounds are listed; rates above refer to the full screens.
